Screening results deposited in PubChem by The Scripps Research Institute Molecular Screening Center.
PAFAH2 inh = PAFAH2 (human) inhibition. recombinant PAFAH2, FP-rhodamine activity probe, fluorescence polarization. inhibition, % at 3.39 µM. 0.99% of 340,000 active. AID 492956;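 active means inhibition above the mean over all tested compounds plus 3 SD, cut at about 30% in these data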;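 further: inhibitors block probe labeling of enzyme so polarization drops; 0% = enzyme with DMSO and 100% = wells lacking PAFAH2 protein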
ZTA counter = counter-screen for EBNA-1 inhibitors: inhibitors of Epstein-Barr virus ZTA; P03206; ZTA-DNA binding, fluorescence polarization; inhibition, % at 11 µM; 0.15% of 320,000 active; in the data active means inhibition above about 33%
pPAFAH inh = inhibitors of human plasma PAF acetylhydrolase (pPAFAH). Q13093. recombinant pPAFAH, FP-rhodamine probe fluorescence polarization. inhibition, % at 3.39 µM. 1.5% of 330,000 active;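 active means inhibition above the mean inhibition across the screen plus 3 SD, cut at about 25% in these data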;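 further: inhibitors block binding of the rhodamine activity-based probe so polarization drops; 0% = enzyme with DMSO and 100% = wells lacking pPAFAH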
Target sequence (Q13093 whole entry, looked up): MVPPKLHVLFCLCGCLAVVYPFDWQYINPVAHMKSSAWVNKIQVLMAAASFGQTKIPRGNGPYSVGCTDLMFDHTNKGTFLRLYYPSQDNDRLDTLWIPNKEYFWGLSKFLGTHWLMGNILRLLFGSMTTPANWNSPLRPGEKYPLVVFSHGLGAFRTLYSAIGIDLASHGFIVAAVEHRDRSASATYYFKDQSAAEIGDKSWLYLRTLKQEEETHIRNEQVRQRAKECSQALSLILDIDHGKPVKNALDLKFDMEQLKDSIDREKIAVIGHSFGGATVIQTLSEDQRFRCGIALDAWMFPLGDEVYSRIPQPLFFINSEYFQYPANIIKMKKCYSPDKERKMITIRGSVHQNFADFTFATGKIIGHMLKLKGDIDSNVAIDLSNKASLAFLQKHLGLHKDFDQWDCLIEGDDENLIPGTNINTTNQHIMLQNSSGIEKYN
PREPL inhibitor = human PREPL enzyme inhibition. recombinant PREPL, fluorescence polarization activity-based probe. AID 2751. inhibition, % at 5.96 µM. Q4J6C6. 0.68% of 320,000 active; in the data active means inhibition above about 43%;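 further: 0% = enzyme with DMSO and 100% = wells lacking enzyme; many of its hits are not listed in these tables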
PAFAH1B2 inh = PAFAH1B2 (human) inhibition. 1.2% of 340,000 active. inhibition, % at 3.39 µM. AID 492953. P68402. recombinant PAFAH1B2, FP-rhodamine activity probe, fluorescence polarization;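 active means inhibition above the mean of all tested compounds plus 3 SD, cut at about 24% in these data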;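 further: 0% = enzyme with DMSO and 100% = wells lacking PAFAH1B2; many of its hits are not listed in these tables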
Target sequence (P68402 whole entry, looked up): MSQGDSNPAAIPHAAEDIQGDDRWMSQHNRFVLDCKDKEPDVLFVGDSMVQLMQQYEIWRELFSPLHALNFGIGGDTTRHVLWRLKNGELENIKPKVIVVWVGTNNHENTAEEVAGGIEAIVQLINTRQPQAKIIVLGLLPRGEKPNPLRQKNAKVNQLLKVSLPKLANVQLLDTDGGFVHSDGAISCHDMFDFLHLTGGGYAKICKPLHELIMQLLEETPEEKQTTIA
LYPLA1 counter = blocks human lysophospholipase 1, a PME1 counter-screen; recombinant LYPLA1, FP-Rh probe fluorescence polarization; inhibition, % at 5.9 µM; 0.16% of 320,000 active; AID 2174;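 active means inhibition above the mean of all tested compounds plus 3 SD, set per campaign, cut at about 14% in these data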;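 further: inhibitors block serine hydrolase probe labeling of LYPLA1 so polarization falls; 0% = enzyme with DMSO and 100% = wells lacking LYPLA1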
LYPLA2 inh = blocks human lysophospholipase 2, a PME1 counter-screen | inhibition, % at 5.9 µM | O95372 | 0.38% of 320,000 active | recombinant LYPLA2, FP-Rh probe fluorescence polarization;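 active means inhibition above the screen-wide mean plus 3 SD, limit set per campaign, cut at about 26% in these data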;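 further: 0% = LYPLA2 with DMSO and 100% = wells lacking LYPLA2 enzyme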
PAFAH1B3 inh = inhibitors of human PAFAH1B3; Q15102; recombinant PAFAH1B3, FP-rhodamine probe, fluorescence polarization; inhibition, % at 3.39 µM; 0.28% of 340,000 active; AID 492972;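 active means inhibition above the screen-wide average of all tested compounds plus 3 SD, cut at about 25% in these data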;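 further: 0% = enzyme with DMSO only and 100% = wells lacking PAFAH1B3 protein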
Target sequence (Q15102 whole entry, looked up): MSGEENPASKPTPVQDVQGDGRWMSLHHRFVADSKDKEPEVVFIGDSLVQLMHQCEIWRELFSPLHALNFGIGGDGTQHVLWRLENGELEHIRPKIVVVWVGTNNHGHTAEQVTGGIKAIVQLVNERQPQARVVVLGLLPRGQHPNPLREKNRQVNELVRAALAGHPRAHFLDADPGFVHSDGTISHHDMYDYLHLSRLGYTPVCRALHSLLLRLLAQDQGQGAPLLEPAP
EBNA-1 inhibitor = blocks EBNA-1 binding to DNA; EBNA-1 DNA binding, fluorescence polarization; inhibition, % at 14.8 µM; 0.34% of 300,000 active; AID 1950; in the data active means inhibition above about 28%
* = called active by the depositor; . = no result given. The list is partial (hit frequency here may not be typical).

SMILES,PAFAH2 inh,ZTA counter,pPAFAH inh,PREPL inhibitor,PAFAH1B2 inh,LYPLA1 counter,LYPLA2 inh,PAFAH1B3 inh,EBNA-1 inhibitor
Cn1nc(C(=O)Nc2ccc(Cl)c(S(=O)(=O)N3CCOCC3)c2)c2ccccc2c1=O,-3.4,-12.9,4.1,-7.1,3.0,-2.7,0.1,1.7,.
COc1ccc(OCCC(=O)NCC23CC4CC(CC(C4)C2)C3)cc1,9.2,-10.9,0.9,10.8,4.0,1.5,3.7,9.2,-15.0
CCn1cc(CN2CCN(Cc3ccccc3)C(CCO)C2)c2ccccc21 (stereo not given),1.1,13.0,2.4,-22.4,-4.7,-2.4,-0.1,-0.1,-6.0
O=C(c1cccc(C(F)(F)F)c1)c1c[nH]c(C(=O)NCCCN2CCOCC2)c1,-0.2,1.7,-0.7,6.7,-0.9,-1.9,2.4,2.0,-4.5
O=C(NCCc1ccccc1)C1CCN(C2CCN(Cc3ccco3)CC2)CC1,11.4,-2.7,-1.8,9.7,3.0,3.6,-0.9,4.4,-9.6
CC1=C/C(=C/N(C)c2ccccc2)C(=O)S1,-5.7,2.9,8.4,-6.1,2.3,-2.7,-0.6,2.5,-3.9
COc1cc(CO)c(OC)c([N+](=O)[O-])c1,-2.4,3.1,4.6,-4.7,-6.1,-0.1,-3.9,-3.9,6.4
COc1ccc(C)cc1N(CC(=O)Nc1cccnc1)S(=O)(=O)c1ccc(C)cc1,-2.2,14.1,0.8,-1.6,3.0,1.4,-8.5,0.9,-5.8
O=C(Cc1ccc2cccnc2c1)c1ccc(O)cc1O,-1.6,8.3,1.4,-4.2,1.9,-3.5,-0.8,-1.6,-0.8
O=C(O)c1cccc(N2CCCCS2(=O)=O)c1,-4.8,5.5,-0.4,0.7,3.0,0.9,7.0,3.0,10.6
COc1ccccc1C(=O)Nc1cc2ccccc2oc1=O,-0.8,-1.1,4.5,-8.7,2.5,-2.9,-7.9,10.0,7.3
Cc1ccc(N2C(=O)N(CC(=O)Nc3cccc(Cl)c3)C(=O)C2C)cc1 (stereo not given),0.5,3.9,0.9,-11.0,4.7,1.4,7.0,-3.0,-1.4
COc1cccc(CN(C)C(=O)CCc2nnc(-c3ccsc3)o2)c1,-5.6,-18.1,-0.3,0.0,2.2,-2.8,8.2,-2.0,-3.0
CC(=O)NCCc1cc2ccc(C)c(C)c2[nH]c1=O,-9.1,-0.5,-4.7,12.9,-0.1,-1.9,-0.4,4.7,-2.5
O=C1C2CC=C(Cl)CC2C(=O)N1CNc1ccccn1 (stereo not given),-0.5,5.0,3.0,-2.9,6.4,0.4,2.9,-3.7,-6.5
O=C(NCC1CCCO1)c1cccc(Oc2ccc([N+](=O)[O-])cc2)c1 (stereo not given),-0.1,-2.4,6.2,15.8,2.2,0.8,22.7,5.2,-0.2
CNC(=O)CSc1nnc(-c2cccnc2)n1-c1ccc(C)cc1,1.0,16.2,5.3,-1.0,4.0,3.5,6.3,2.5,10.6
CCOC(=O)C1CCN(C(=S)Nc2cccc(C)c2C)CC1,2.9,7.8,2.8,6.6,7.9,1.8,1.0,9.8,13.2
Cc1cc(S(=O)(=O)N2CCCCC2)ccc1OCC(=O)N1CCCC1,-2.7,-6.8,4.8,-0.4,2.7,-0.4,-8.4,1.4,-8.2
O=[N+]([O-])c1cccc(-c2ccc(C(=S)N3CCOCC3)o2)c1,9.6,-10.3,3.9,2.8,1.0,0.2,2.7,7.4,-2.6
Cc1cc(C)c(C#N)c(SCC(=O)Nc2ccc(S(=O)(=O)Nc3onc(C)c3C)cc2)n1,-5.2,3.4,-9.9,7.2,2.6,0.4,-0.7,0.2,6.9
Cc1ccc(NC(=O)Nc2ccccc2)c(Br)c1,3.0,-15.5,-0.8,5.1,-4.4,2.0,3.6,0.8,0.6
Cc1nnc(SCC(=O)Nc2nnc(-c3ccccc3)o2)s1,2.3,4.8,3.7,5.5,-4.9,0.6,4.2,1.9,5.6
NNC(=O)C1CC(O)CN1S(=O)(=O)c1ccc(Cl)cc1 (stereo not given),-7.6,-18.7,7.8,23.1,0.5,2.1,13.1,8.9,2.9
O=C(Nc1ccccc1)N1CCSc2cc(Cl)ccc21,9.9,-1.8,-2.3,-12.1,5.2,0.7,-0.8,11.2,11.4
CN(Cc1ccccc1)C(=O)CCS(=O)(=O)c1ccc2c(c1)oc(=O)n2C,8.5,6.4,5.1,13.7,3.1,-0.3,-1.9,6.2,13.6
Cc1cn(S(=O)(=O)c2ccc(Br)cc2)cn1,0.9,-8.9,5.0,1.2,7.1,4.4,8.7,6.3,-12.3
CC1(C)CC2(CCO1)OC(=O)CC2C(=O)Nc1ccccc1Cl (stereo not given),2.0,-1.4,-2.2,-0.7,5.5,-1.5,-1.7,1.6,3.4
CC(C(=O)c1ccccc1)n1cnc2ccccc2c1=O (stereo not given),1.7,-6.6,5.0,-5.0,-1.8,3.0,4.9,-2.6,6.2
Cc1cc(C)cc(N(CCC#N)C(=O)CSc2nc3ccccc3c(=O)[nH]2)c1,2.1,.,-3.4,11.3,-0.3,.,.,13.2,.

Given with each value named: part of the list above
Cc1cc(S(=O)(=O)N2CCCCC2)ccc1OCC(=O)N1CCCC1
  PAFAH2 inh: -2.7	ZTA counter: -6.8	pPAFAH inh: 4.8	PREPL inhibitor: -0.4	PAFAH1B2 inh: 2.7	LYPLA1 counter: -0.4	LYPLA2 inh: -8.4	PAFAH1B3 inh: 1.4	EBNA-1 inhibitor: -8.2
O=[N+]([O-])c1cccc(-c2ccc(C(=S)N3CCOCC3)o2)c1
  PAFAH2 inh: 9.6	ZTA counter: -10.3	pPAFAH inh: 3.9	PREPL inhibitor: 2.8	PAFAH1B2 inh: 1.0	LYPLA1 counter: 0.2	LYPLA2 inh: 2.7	PAFAH1B3 inh: 7.4	EBNA-1 inhibitor: -2.6

(continued)
SMILES,PAFAH2 inh,ZTA counter,pPAFAH inh,PREPL inhibitor,PAFAH1B2 inh,LYPLA1 counter,LYPLA2 inh,PAFAH1B3 inh,EBNA-1 inhibitor
Cc1ccc(S(=O)(=O)N2CC(=O)N3CCN(CCN)C3C2)cc1 (stereo not given),6.3,.,1.3,19.2,7.8,.,.,-2.3,.
COc1ccc(Cl)cc1NC(=O)N(C)Cc1c(C)nn(C)c1C,5.4,-5.5,-0.1,8.4,6.2,-2.4,1.7,10.4,-4.8
Cc1c(C(=O)N2CCCCC2)nnn1-c1nonc1N,-1.9,-0.1,0.9,2.6,2.3,4.0,3.9,10.4,5.7
Cc1ccc(-c2nonc2NC(=O)c2ccco2)cc1,-8.4,1.6,0.8,9.8,11.2,-1.1,-3.0,8.8,-6.3
COc1cc(-c2cc3nc(C)c(C)c(=O)n3[nH]2)cc(OC)c1OC,0.2,-6.6,-3.7,12.0,-2.4,-0.6,2.2,-9.6,2.2
CCCc1cc(=O)[nH]c(SCC(=O)NCC2COc3ccccc3O2)n1 (stereo not given),-2.2,-14.2,2.2,3.0,1.3,-0.9,6.3,1.0,.
COc1ccc(C)cc1NC(=O)CSc1ccc(-c2ccco2)nn1,4.8,-11.1,7.6,-10.9,0.0,1.4,10.1,4.3,6.9
Cc1sc2nc(CN3CCN(S(=O)(=O)c4cccc5nonc45)CC3)[nH]c(=O)c2c1C,2.1,4.5,-0.6,11.9,1.7,1.5,7.1,1.6,3.5
C[C@@]12CCC=C[C@H]1[C@H](c1ccc(F)c(/C=C/c3ccccc3)c1)N(Cc1ccccc1)C2=O,6.1,6.5,0.6,-0.2,3.5,-5.6,-6.8,0.8,0.1
NS(=O)(=O)c1cc(Cl)c(NC(=O)COC(=O)c2ccccn2)c(Cl)c1,5.0,5.5,5.4,6.0,5.8,-3.2,-2.4,8.6,.
COc1ccc(-c2cc(C(=O)O)c3ccccc3n2)c(OC)c1,7.5,-5.8,12.8,-7.6,1.0,-0.3,-0.4,-2.6,-12.1
COc1ccc([C@H]2CC(=O)C=C(c3ccc(Cl)c(F)c3)C2)cc1,-4.8,-7.0,1.9,-24.6,-4.5,3.5,9.8,-10.6,.
CCOC(=O)C1=C(C)NC(C)=C(C(=O)OCC)C1c1nc2ccccc2[nH]1,.,3.6,3.7,5.7,.,-2.5,4.2,.,13.3
CCn1cc(C(=O)NN)c(=O)c2cc(F)c(N3CCOCC3)cc21,5.5,7.6,1.3,-3.8,3.9,-3.7,-11.7,-0.7,19.8
COC(=O)c1cc(NC(=O)Cc2ccccc2[N+](=O)[O-])ccc1Cl,0.5,7.0,6.9,-0.3,-4.2,0.1,15.1,6.4,4.4
COC(=O)c1c(NC(=O)COC(=O)[C@@H](NS(=O)(=O)c2ccccc2)C(C)C)sc2c1CCC2,-7.9,-4.0,3.1,-5.9,1.4,-3.5,-16.1,3.7,0.1
CCOC(=O)c1csc(NC(=O)c2ccc(OCC)cc2)n1,1.3,1.9,4.3,-6.6,-1.1,1.1,-2.1,8.1,1.8
Fc1ccc(-c2cc3nc4c(c(N5CCOCC5)n3n2)CCCC4)cc1,8.6,-3.9,14.5,13.9,0.7,0.8,-1.8,-4.6,4.7
Cc1nc2ccccc2c(=O)n1NC(=O)C1CCCCC1,2.7,4.5,4.9,-0.4,-3.2,0.1,-3.9,-4.0,-2.7
N#CC1=C(N)OC2=C(CC/C2=C\c2ccccc2)C1c1ccccc1 (stereo not given),-2.7,16.9,10.2,3.3,-14.3,-5.5,-6.5,-20.6,4.8
CC(C)Cc1ccccc1O,.,6.6,0.1,22.3,.,-1.1,-3.9,.,0.0
Cc1nnc(SCc2ccc(C(=O)O)cc2)s1,7.8,3.8,-10.6,0.5,2.3,-3.9,-2.8,18.6,-16.1
CCOc1ccccc1CNC(=O)C1CCN(C(=O)N2CC(C)Oc3ccc(C)cc32)CC1 (stereo not given),-1.2,-7.7,6.4,0.7,6.5,-1.0,1.3,0.4,-12.0
Cc1ccccc1-c1nc(S(=O)(=O)c2ccccc2)c(N2CCCC2)o1,5.8,.,-0.2,11.8,0.6,.,.,6.3,.
CC1=C(C(=O)OCc2ccccc2)C(c2cccs2)N2C(=O)CCSC2=N1 (stereo not given),-0.4,-8.6,1.9,5.9,5.8,-0.1,1.5,2.9,-7.0
COCCCNC(=O)Cn1cc2c(n1)CCC(C)C2 (stereo not given),4.7,-0.1,2.7,1.3,7.0,-2.1,-4.5,4.4,3.7
Cc1ccc(NC(=O)CSC2=NN3CCCC(=O)N=C3S2)cc1Cl,-8.1,1.4,-1.9,-4.2,5.3,-2.6,0.7,-6.4,-5.7
CCc1nnc(NC(=O)CSc2nc(C)c3c(c2C#N)CCCC3)s1,0.8,-6.6,8.4,11.8,6.8,-0.2,3.0,3.2,-1.1
CCOc1ccccc1Oc1ccc(C(F)(F)F)cn1,1.5,5.5,3.7,9.2,1.9,0.3,-6.0,2.3,-2.1
NC(=O)CSc1nnc(-c2cccnc2)n1Cc1ccccc1,-2.8,-15.8,8.0,8.4,-0.2,-1.2,2.8,0.4,4.8
O=C(CSC1=NS(=O)(=O)c2cc(Cl)ccc2N1)Nc1cccc(F)c1,-6.4,0.6,-5.6,-6.1,3.6,-3.9,-6.3,13.1,2.7
O=S(=O)(c1ccccc1)N1CCN(S(=O)(=O)N2CCCCCC2)CC1,3.7,8.2,7.1,-7.7,5.6,-1.6,0.6,-1.5,0.6
CCc1noc(C)c1C(=O)N1CCCC(N2CCN(c3ccc(F)cc3)CC2)C1 (stereo not given),0.1,-5.7,-9.8,10.9,1.9,-3.9,-6.3,-0.4,-6.1
CC(=O)c1cccc(NC(=O)c2ccc3c(c2)C(=O)N(Cc2cccnc2)C3=O)c1,5.2,-4.9,6.0,2.6,2.9,1.2,14.6,1.0,0.8
COc1cccc(CC(CC(=O)O)C(=O)Nc2cc(C)ccc2C)c1 (stereo not given),-2.1,8.5,1.2,3.5,2.7,3.6,3.5,1.2,5.7
